Screening data deposited in PubChem BioAssay by several laboratories.
HCV NS3 hel inh – blocks Hepatitis C virus NS3 helicase unwinding | AID 1800 | 0.56% of 290,000 active | NS3 helicase DNA unwinding, Cy5 molecular beacon fluorescence | inhibition, % at 10.9 µM;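 active means inhibition above the mean of all tested compounds plus 3 SD, set per campaign, cut at about 35% in these data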;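 further: 0% = DMSO wells and 100% = thioflavine S control wells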
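assay system = NS3 helicase fragment of HCV | buffer or medium = MOPS pH 6.5, MgCl2, DTT, Tween20, BSA | timing = 60 min unwinding reaction at 25 °C after ATP addition | signal = Cy5 beacon fluorescence read at start and 1 h | read-out basis = % inhibition of unwinding | control set = low DMSO, high thioflavine S at 110 µM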
IMP-1 inhibitor – inhibitors of Pseudomonas aeruginosa IMP-1 metallo-beta-lactamase. purified IMP-1, nitrocefin hydrolysis, epi-absorbance fluorescence. inhibition, % at 5.6 µM. 0.45% of 290,000 active;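 active means inhibition above the mean plus 3 SD of all compounds in the same screening run, cut at about 4.5% in these data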;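 further: 0% = IMP-1 with DMSO and 100% = DMSO wells lacking enzyme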
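Assay system: purified recombinant IMP-1 beta-lactamase. Input: IMP-1 0.2 nM before substrate addition. Buffer or medium: Zinc- and detergent-supplemented HEPES buffer, pH 7.1. Schedule: 25 °C, 15 min preincubation, 25 min reaction. Signal: Epi-absorbance fluorescence, 480 nm excitation, 530 nm emission. Evaluation: percent inhibition from optical density relative to buffer-blank wells.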
DNA FID counter – counter-screen for HCV NS3 helicase inhibitors: DNA intercalator displacement; DNA fluorescent intercalator displacement, fluorescence; 0.17% of 290,000 active; inhibition, % at 7.9 µM; in the data active means inhibition above about 37%;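 further: 0% = vehicle and 100% = reference compound; higher means more ethidium bromide displaced from hairpin DNA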
MEKK2wt PB1 HTS – raises or lowers MEK5 binding to wildtype human MEKK2 PB1 domain | 1.1% of 290,000 active | bead flow cytometry, Alexa488-MEK5 binding to MEKK2 WT; actives lie on both sides | binding response (% of control), % at 10 µM | Q9Y2U5; in the data active means binding response below about 67% or above about 130%
MEKK2 mut-MEK5 – signal of MEK5 binding to mutant human MEKK2 PB1 domain. percent response, % at 10 µM. 0.35% of 290,000 active. AID 1530. bead flow cytometry, Alexa488-MEK5 binding to MEKK2 mutant; in the data active means percent response above about 24%, passing the limit was not always enough; further: inactives centre near 1; some results filed as inactive read as strong as hits
PfM18AAP inh – PfM18AAP enzyme inhibition; inhibition, % at 7.35 µM; recombinant PfM18AAP, H-Glu-NHMec fluorogenic cleavage; 1.2% of 290,000 active;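 active means inhibition above the campaign mean inhibition over all tested compounds plus 3 SD, cut at about 28% in these data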;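 further: 0% = plate median of test compound wells and 100% = 2 mM ZnCl2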
NALP1 yeast inh – inhibitors of NALP1 inflammasome in yeast; 0.61% of 280,000 active; inhibition, % at 10 µM; S. cerevisiae NALP1/ASC/caspase-1 growth, X-gal OD620, 72 h; AID 2071; in the data active means inhibition mostly above about 24%, no sharp cut-off; inactive means mostly below about 32%; further: some compounds called inactive have numbers as strong as hits
VIM-2 inhibitor – blocks Pseudomonas aeruginosa VIM-2 metallo-beta-lactamase; purified VIM-2, nitrocefin hydrolysis, epi-absorbance fluorescence; inhibition, % at 5.6 µM; 0.89% of 290,000 active; AID 1527;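 active means inhibition above the mean of all tested compounds plus 3 SD, cutoff set per screening run, cut at about 7.5% in these data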;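 further: red hydrolysis product quenches plate fluorescence so inhibitors raise well fluorescence; 0% = enzyme with DMSO and 100% = DMSO without enzyme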
SUMO HTRF inh – SUMOylation inhibition. P63279. HTRF SUMOylation assay, SAE1/SAE2 + UBC9, in vitro. inhibition, % at 35 µM. 0.36% of 290,000 active; in the data active means inhibition above about 50%, passing the limit was not always enough; further: strong numbers were not always called active
Target sequence (P63279 whole entry, looked up): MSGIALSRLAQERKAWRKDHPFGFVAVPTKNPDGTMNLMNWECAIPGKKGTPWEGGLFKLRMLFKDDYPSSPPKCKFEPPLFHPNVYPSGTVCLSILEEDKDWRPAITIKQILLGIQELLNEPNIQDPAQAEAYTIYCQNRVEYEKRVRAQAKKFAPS
* = called active by the depositor; x = no result given.

1	CCOc1cc(NC(=S)NCC2CCCO2)c(OCC)cc1NC(=O)c1cccc(F)c1 (centres undefined)
2	O=C(O)CCC(=O)NC1CCCCC1
3	COCCN1C(=O)N[C@@H](c2ccc(Br)cc2)C(C(=O)OC)=C1C
4	CCc1nn2cc(C(=O)c3cc(Cl)ccc3O)cnc2c1-c1ccc(F)cc1
5	CN(C)CCCNC(=O)c1ccc(Cl)c(S(=O)(=O)N(C)c2ccccc2)c1
6	CCOc1ccc(C(=O)NCc2ccccn2)cc1
Compound	1	2	3	4	5	6
MEKK2wt PB1 HTS	83.0	98.0	100.0	96.0	109.0	108.0
IMP-1 inhibitor	-0.2	-2.2	-2.2	-0.4	3.4	-2.2
NALP1 yeast inh	7.7	8.7	26.7	-7.0	22.9	7.4
MEKK2 mut-MEK5	-8.0	-3.0	-3.0	-1.0	1.0	4.0
SUMO HTRF inh	-7.1	-6.1	15.2	-34.8	-4.3	0.9
HCV NS3 hel inh	8.4	-3.3	2.6	-5.9	-4.2	-1.1
PfM18AAP inh	-7.9	4.5	-6.3	9.2	12.4	-2.0
DNA FID counter	-16.4	-3.9	-17.4	5.0	16.1	-4.9
VIM-2 inhibitor	-2.4	-1.6	-1.8	-0.1	-0.7	1.6

7	O=[N+]([O-])c1ccc(-c2csc(N3CCCCCC3)n2)cc1
8	Fc1cccc(Cl)c1CSc1ncn[nH]1
9	Cc1ccc(S(=O)(=O)N(C)c2nc3ccccc3n3c(C(C)C)nnc23)cc1
10	Cc1cccc(NC(=O)C2CC(=O)n3ncnc3N2)c1 (centres undefined)
11	COc1ccccc1N(CC(=O)N/N=C/c1c(O)ccc2ccccc12)S(C)(=O)=O
12	COc1ccc(C(=O)N/C(=C\c2ccco2)C(=O)NCc2ccco2)cc1
Compound	7	8	9	10	11	12
MEKK2wt PB1 HTS	105.0	101.0	99.0	98.0	101.0	98.0
IMP-1 inhibitor	-2.1	-0.1	1.8	-2.4	0.0	-1.5
NALP1 yeast inh	0.3	7.4	-55.7	x	16.4	6.1
MEKK2 mut-MEK5	4.0	-4.0	1.0	-3.0	-3.0	0.0
SUMO HTRF inh	4.6	15.5	6.2	5.3	-6.7	14.7
HCV NS3 hel inh	1.2	-4.9	-5.2	-13.2	1.9	4.3
PfM18AAP inh	6.8	2.4	0.2	7.1	2.7	2.0
DNA FID counter	-2.6	3.8	-28.6	-2.3	-7.2	-10.1
VIM-2 inhibitor	-4.3	0.3	5.8	-3.6	0.9	-2.5

13	CCCNS(=O)(=O)c1ccc(OCC(=O)NCc2ccc3c(c2)OCO3)cc1
14	C=CCn1c(C)cc(C(=O)Cn2c(C(C)O)nc3ccccc32)c1C (centres undefined)
15	CCN(C(=O)CCS(=O)(=O)c1cccc2nsnc12)c1cccc(C)c1
16	NC(N)=N/N=C/c1ccc2cccc(OCc3ccccc3)c2n1
17	O=C(Nc1ccc(S(=O)(=O)N2CCCCC2)cc1)C1CCCN(C(=O)c2ccc(Cl)cc2)C1 (centres undefined)
18	CCc1ccc(NC(=O)CN(C)S(=O)(=O)c2ccc3[nH]c(=O)oc3c2)cc1
Compound	13	14	15	16	17	18
MEKK2wt PB1 HTS	100.0	97.0	100.0	148.0*	114.0	95.0
IMP-1 inhibitor	-1.6	0.0	-4.7	-3.9	-4.4	-3.2
NALP1 yeast inh	-8.1	-55.0	11.1	-4.7	10.1	-2.5
MEKK2 mut-MEK5	1.0	-3.0	1.0	31.0	-1.0	-2.0
SUMO HTRF inh	4.2	13.4	9.4	28.9	-23.1	15.5
HCV NS3 hel inh	-4.1	-13.2	-3.7	-57.2	-1.5	3.1
PfM18AAP inh	1.2	-15.0	-3.5	-0.7	4.7	-3.1
DNA FID counter	-11.3	-12.1	-26.6	11.2	-7.9	-8.6
VIM-2 inhibitor	-4.0	-1.7	-5.2	-1.5	-2.8	-3.2

19	O=C(CN1CCCCCCC1)N/N=C/c1ccc(F)cc1F
20	Cn1c(CN2CCCC2)nc2cc(NC(=O)C3CCCCC3)ccc21
21	CCCCNc1nc2ccccc2[nH]1
22	CCC(C)(C(=O)Nc1c(C)cccc1C)N(C)C(=O)c1ccc2ccccc2n1 (centres undefined)
23	c1ccc(-n2c3ccccc3c3ccccc32)cc1
24	c1ccc2sc(Cc3nnc4n3CCCCC4)nc2c1
Compound	19	20	21	22	23	24
MEKK2wt PB1 HTS	99.0	109.0	97.0	97.0	96.0	102.0
IMP-1 inhibitor	-3.2	-1.1	-1.7	-1.8	-1.2	-2.2
NALP1 yeast inh	18.4	-3.3	46.8	-19.5	7.7	-3.7
MEKK2 mut-MEK5	-1.0	5.0	-4.0	-2.0	-8.0	2.0
SUMO HTRF inh	-6.8	26.3	-12.8	19.0	2.8	-7.1
HCV NS3 hel inh	-0.5	-1.4	9.8	12.6	-2.1	3.4
PfM18AAP inh	4.3	-10.1	-5.6	-1.4	-9.3	2.8
DNA FID counter	5.1	0.8	-1.5	-14.3	0.0	-3.8
VIM-2 inhibitor	1.4	-6.1	-2.4	-3.2	-1.3	-2.0

3 of the compounds above, with each value named:
8) Fc1cccc(Cl)c1CSc1ncn[nH]1
- MEKK2wt PB1 HTS = 101.0
- IMP-1 inhibitor = -0.1
- NALP1 yeast inh = 7.4
- MEKK2 mut-MEK5 = -4.0
- SUMO HTRF inh = 15.5
- HCV NS3 hel inh = -4.9
- PfM18AAP inh = 2.4
- DNA FID counter = 3.8
- VIM-2 inhibitor = 0.3
19) O=C(CN1CCCCCCC1)N/N=C/c1ccc(F)cc1F
- MEKK2wt PB1 HTS = 99.0
- IMP-1 inhibitor = -3.2
- NALP1 yeast inh = 18.4
- MEKK2 mut-MEK5 = -1.0
- SUMO HTRF inh = -6.8
- HCV NS3 hel inh = -0.5
- PfM18AAP inh = 4.3
- DNA FID counter = 5.1
- VIM-2 inhibitor = 1.4
4) CCc1nn2cc(C(=O)c3cc(Cl)ccc3O)cnc2c1-c1ccc(F)cc1
- MEKK2wt PB1 HTS = 96.0
- IMP-1 inhibitor = -0.4
- NALP1 yeast inh = -7.0
- MEKK2 mut-MEK5 = -1.0
- SUMO HTRF inh = -34.8
- HCV NS3 hel inh = -5.9
- PfM18AAP inh = 9.2
- DNA FID counter = 5.0
- VIM-2 inhibitor = -0.1

Pulled one by one from above (five):
20	Cn1c(CN2CCCC2)nc2cc(NC(=O)C3CCCCC3)ccc21
19	O=C(CN1CCCCCCC1)N/N=C/c1ccc(F)cc1F
24	c1ccc2sc(Cc3nnc4n3CCCCC4)nc2c1
21	CCCCNc1nc2ccccc2[nH]1
22	CCC(C)(C(=O)Nc1c(C)cccc1C)N(C)C(=O)c1ccc2ccccc2n1 (centres undefined)
Compound	20	19	24	21	22
MEKK2wt PB1 HTS	109.0	99.0	102.0	97.0	97.0
IMP-1 inhibitor	-1.1	-3.2	-2.2	-1.7	-1.8
NALP1 yeast inh	-3.3	18.4	-3.7	46.8	-19.5
MEKK2 mut-MEK5	5.0	-1.0	2.0	-4.0	-2.0
SUMO HTRF inh	26.3	-6.8	-7.1	-12.8	19.0
HCV NS3 hel inh	-1.4	-0.5	3.4	9.8	12.6
PfM18AAP inh	-10.1	4.3	2.8	-5.6	-1.4
DNA FID counter	0.8	5.1	-3.8	-1.5	-14.3
VIM-2 inhibitor	-6.1	1.4	-2.0	-2.4	-3.2
